JMJD2C inh = inhibitors of GASC-1 histone demethylase, primary screen, biochemical, fluorescence, DELFIA europium; Lysine-specific demethylase 4C (Homo sapiens), Q9H3R0; 330,000 compounds, 0.069% hits; inhibition, % at 2.35 µM; GST-JMJD2C(1-420) H3K9me3 demethylation;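 active = more than half of a compound's replicate wells show inhibition beyond 50%, single wells judged on their own value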;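 note: signal counts dimethyl H3K9 product captured on neutravidin plate; 0% = median of DMSO wells and 100% = 0.3 times that DMSO median; strong numbers were not always called active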
proCasp3 act = activators of human procaspase-3 D3A mutant, primary screen, biochemical, absorbance, PC-3 D3A mutant, single concentration | recombinant procaspase-3 D3A, Ac-DEVD-pNA absorbance 405 nm | Caspase-3 (Homo sapiens), P42574 | 330,000 compounds, 0.11% hits | activation, % at 8.5 µM | AID 463141, 2010;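 active = activation above the mean of all tested compounds plus 3 SD, cut at about 21% in these data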;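 note: 0% = DMSO alone and 100% = DMSO wells spiked with extra 5 µM PC-3 D3A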
Target sequence (P42574 whole entry D9A/D28A/D175A): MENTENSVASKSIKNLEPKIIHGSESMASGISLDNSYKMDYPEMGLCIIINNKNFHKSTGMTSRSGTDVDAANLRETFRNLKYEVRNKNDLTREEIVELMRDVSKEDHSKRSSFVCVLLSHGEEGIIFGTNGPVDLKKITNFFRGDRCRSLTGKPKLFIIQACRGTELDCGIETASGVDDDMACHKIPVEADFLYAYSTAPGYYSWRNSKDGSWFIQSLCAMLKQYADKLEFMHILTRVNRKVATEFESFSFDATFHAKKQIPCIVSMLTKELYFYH
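Evaluation: percent activation relative to control range; Material: Procaspase-3 D3A mutant, all three cleavage aspartates alanine; Compound: single dose, 8.5 µM nominal compound, 0.8% DMSO; Replication: one well per compound; Signal: absorbance at 405 nm, 0 and 120 min; Schedule: 1 h preincubation plus 2 h reaction at 25 °C.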
TPT1 inhibitor = Candida albicans TPT1 enzyme inhibitors, primary screen, biochemical, fluorescence polarization | 300,000 compounds, 0.81% hits | inhibition, % at 5 µM | AID 1962, 2009 | recombinant caTPT1, FP RNA substrate dephosphorylation | tRNA 2'-phosphotransferase TPT1 (Candida albicans SC5314);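 active = inhibition above the mean of all tested compounds plus 3 SD, set per screening campaign, cut at about 24% in these data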;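 note: plate controls were DMSO alone for no effect and ferristatin control at 100 nM for full effect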
HCV core dimer = inhibitors of HCV core protein dimerization, primary screen, biochemical, TR-FRET, high-throughput; TR-FRET GST/Flag-core106 dimerization, 1536-well; inhibition, % at 5 µM; 300,000 compounds, 0.33% hits; AID 1899, 2009;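 active = inhibition above the mean of all tested compounds plus 3 SD, set per screening campaign, cut at about 45% in these data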
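assay system = GST-tagged and Flag-tagged HCV core protein residues 1-106 | controls = unlabelled core106 and no-GST-core106 wells | incubation = compound-protein-antibody incubation 4 h at 22.5 °C | probe or stimulus = Eu donor and XL665 acceptor anti-tag antibodies | read-out = % inhibition based on acceptor/donor emission ratio | signal = TR-FRET 671 and 617 nm emission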
PP5 primary = PP5 phosphatase inhibitors, primary screen, biochemical, fluorescence | purified PP5c, OMFP substrate fluorescence | 320,000 compounds, 0.18% hits | inhibition, % at 6.7 µM;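 active = inhibition above the campaign's mean inhibition across all tested compounds plus 3 SD, cut at about 9.5% in these data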;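 note: 0% = DMSO only and 100% = 100 µM cantharidin control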
PP1 inh = PP1-alpha phosphatase inhibitors, primary screen, counter-screen for PP5 inhibitor project, biochemical, fluorescence, OMFP substrate, single point; Serine/threonine-protein phosphatase PP1-alpha catalytic subunit (Homo sapiens), P62136; purified PP1alpha; inhibition, % at 6.7 µM; 320,000 compounds, 0.9% hits; AID 2235, 2010;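 active = inhibition above the mean inhibition of all tested compounds plus 3 SD, computed separately for each screening campaign, cut at about 15% in these data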
Target sequence (P62136 whole entry, looked up): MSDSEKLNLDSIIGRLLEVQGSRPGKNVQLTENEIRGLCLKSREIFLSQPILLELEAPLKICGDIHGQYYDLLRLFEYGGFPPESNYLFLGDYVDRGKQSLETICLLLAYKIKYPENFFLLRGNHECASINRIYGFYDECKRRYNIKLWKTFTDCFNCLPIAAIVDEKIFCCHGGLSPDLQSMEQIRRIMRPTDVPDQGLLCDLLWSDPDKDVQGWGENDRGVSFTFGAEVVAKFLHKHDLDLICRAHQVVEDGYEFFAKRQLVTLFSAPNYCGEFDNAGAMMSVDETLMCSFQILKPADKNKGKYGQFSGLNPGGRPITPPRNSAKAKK
CTSL1 counter = Fasciola hepatica cathepsin L1 inhibitors, primary screen, counter-screen for PFM18AAP inhibitor project, biochemical, QFRET, fluorogenic peptide substrate. recombinant F. hepatica cathepsin L1, Z-Leu-Arg-MCA fluorescence. inhibition, % at 5.96 µM. 300,000 compounds, 0.49% hits. AID 1906, 2009;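 active = inhibition above the mean of all tested compounds plus 3 SD, set per screening campaign, cut at about 17% in these data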;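 note: 0% = plate median of test compound wells and 100% = 1 µM Z-Phe-Ala-diazomethylketone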
Efflux pump mplx = inhibitors of Candida efflux pumps in yeast, primary screen, S. cerevisiae, Nile Red, multiplex. inhibition, % at 10 µM. S. cerevisiae Candida pump triplex. AID 485275, 2010. 330,000 compounds, 0.44% hits;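 active = plate passing quality check with inhibition over a set limit, or well fluorescence over plate mean plus 4 SD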;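 note: Nile Red retained in pooled yeast measured as flow cytometry median fluorescence; 0% = buffer negative control and 100% = Enniatin B positive control; higher means more Nile Red kept so more efflux inhibition; some compounds called inactive have numbers as strong as hits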
procasp7 counter = procaspase-7 activators, primary screen, counter-screen for procaspase-3 activator project, biochemical, absorbance, HTS, human; activation, % at 8.5 µM; recombinant procaspase-7, Ac-DEVD-pNA absorbance 405 nm; D23A/D198A/D206A triple mutant, cannot self-cleave; scale: DMSO 0, 5 µM enzyme 100; AID 463210, 2010; 330,000 compounds, 0.093% hits; Caspase-7 (Homo sapiens), P55210;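 active = percent activation above the screen-wide mean plus 3 SD, cut at about 25% in these data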
Target sequence (P55210 whole entry D23A/D198A/D206A): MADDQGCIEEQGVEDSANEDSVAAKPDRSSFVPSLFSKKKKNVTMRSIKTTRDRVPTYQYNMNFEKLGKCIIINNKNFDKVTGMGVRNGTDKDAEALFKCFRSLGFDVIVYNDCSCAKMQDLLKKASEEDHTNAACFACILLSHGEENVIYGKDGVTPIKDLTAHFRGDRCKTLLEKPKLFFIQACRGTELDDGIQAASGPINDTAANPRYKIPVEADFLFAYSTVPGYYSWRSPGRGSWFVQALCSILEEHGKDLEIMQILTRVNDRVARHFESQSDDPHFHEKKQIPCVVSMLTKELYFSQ
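Assay system – Uncleavable procaspase-7 mutant enzyme · Quantity – 2 µM procaspase-7 mutant as dispensed · Times – 1 h preincubation, 2 h reaction · Dosing – single nominal 8.5 µM compound dose, 0.8% DMSO final · Buffer or medium – Zinc-free 50 mM HEPES buffer, pH 7.4, with NaCl and Triton X-100 · Detection – Epi-absorbance of released pNA at 405 nm, two timepoints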
* = called active by the depositor; / = not tested or not shown.

Below each compound – JMJD2C inh, proCasp3 act, TPT1 inhibitor, HCV core dimer, PP5 primary, PP1 inh, CTSL1 counter, Efflux pump mplx, procasp7 counter
COC(=O)C1=C(C)NC(=S)NC1c1ccc(OCC(=O)N2CC(C)OC(C)C2)c(OC)c1 (stereo unspecified)
 : -1.2, -0.9, /, /, 0.5, -3.3, /, -0.2, 3.2
CCN(c1ccc(OC)cc1)S(=O)(=O)c1ccc2c(c1)CC(C)N2C(=O)C1CC1 (stereo unspecified)
 : 7.5, -2.9, -1.4, 13.1, 0.6, 2.4, 2.5, 0.1, -0.3
COc1ccc(Cl)cc1NC(=S)NCCN1CCOCC1
 : 12.1, 3.8, 1.4, -0.8, 2.1, -7.9, -1.5, -0.1, 10.6
CCc1ccc(NC(=O)CSC2=C(C#N)C(c3ccc4c(c3)OCO4)CC(=O)N2)cc1 (stereo unspecified)
 : 2.4, 1.3, -0.9, 2.9, 4.0, 3.2, 0.8, 0.1, 17.3
C[C@H]1CN([C@@H](C)CO)C(=O)c2cccc(NC(=O)Nc3ccc(F)cc3)c2O[C@@H]1CN(C)Cc1ccc(C(=O)O)cc1
 : 6.0, 3.1, /, /, /, /, /, 0.0, -1.9
O=C(O)C1CC(=O)N(C2CCCCC2)C1c1ccccc1 (stereo unspecified)
 : -8.0, 9.6, -2.3, -3.5, -1.9, 1.7, 0.9, 0.0, 3.0
CCOC(=O)Cn1c(CCC(=O)O)ccc1-c1ccc(F)cc1
 : 8.4, 2.3, 0.5, 6.9, 0.5, -0.8, -2.8, 0.0, 2.5
Cc1nc2ccccc2cc1C(=O)N/N=C/c1cccc([N+](=O)[O-])c1
 : 1.9, 3.2, -0.4, 3.4, -1.3, 3.2, -0.7, 0.1, -15.7
O=C(CCN1C(=O)c2ccccc2C1=O)Nc1ccc(-c2nc3ccccc3s2)cc1
 : -1.3, -5.1, -4.9, -2.7, -0.8, 5.9, -4.3, 0.4, 3.7
Cc1ccc(CN(CCO)CCO)cc1
 : 0.5, 0.2, 0.2, -1.4, -0.9, -3.7, -3.4, -0.1, 10.5
COc1ccc(C(C(=O)NCc2ccccc2)N(Cc2ccco2)C(=O)c2cnccn2)cc1 (stereo unspecified)
 : 1.7, 3.9, -1.2, 9.7, -2.0, -0.8, 1.3, -0.1, -4.4
CC(C)(O)C1CC[C@@](C)([C@@H]2CC[C@]3(C)[C@H]2[C@H](O)CC2[C@@]4(C)CCC(O)C(C)(C)C4C(OC4OC(CO)C(O)C(O)C4O[C@@H]4OCC(O)C(O)C4O)C[C@]23C)O1 (stereo partly specified)
 : -2.7, -2.1, /, /, /, /, /, -0.2, 3.8
CCC1CCCCN1C(=O)COC(=O)c1n[nH]c2ccccc12 (stereo unspecified)
 : -0.6, 3.7, 3.0, -0.5, -1.8, -2.1, -4.2, 0.0, -2.4
COc1ccc(C2C(C(=O)O)CCC(=O)N2c2ccc(OC)cc2)cc1 (stereo unspecified)
 : -4.3, 0.7, 0.1, -2.1, -0.3, 0.5, 1.8, 0.1, -10.1
CCOc1ccc2[nH]c3ncccc3c(=O)c2c1
 : -2.1, -4.1, -10.0, -0.3, -1.5, -0.9, 2.9, 0.0, -1.1
O=C(OCCOc1ccc(Br)cc1)c1ccc(Cl)c(S(=O)(=O)N2CCOCC2)c1
 : 2.4, 6.9, 4.7, 1.8, -1.0, 0.5, 2.2, -0.1, 6.6
CN(C)c1ccc(NC(=O)CSc2nnc(-c3ccco3)c(-c3ccco3)n2)cc1
 : -22.9, -12.1, -8.8, 38.3, 4.0, 3.3, 3.2, -0.1, -9.3
C/C(=N\NC(=O)c1ccc(F)cc1)c1cccc(NC(=O)c2ccco2)c1
 : -7.0, 2.3, -1.1, -1.4, 0.4, 0.6, -0.3, 0.0, -6.9
C[C@H]1COC(=O)[C@H](CC(=O)OC(C)(C)C)C/C=C\C[C@@H](CC(=O)N[C@H](CO)Cc2ccccc2)C(=O)N1
 : -7.8, -2.8, /, /, /, /, /, 0.0, 14.4
O=C(Nc1nc2cc3c(cc2s1)OCO3)C1CCCCC1
 : 1.5, 16.2, 1.8, -0.8, 5.7, 2.3, 1.0, 0.2, 5.7
CCN1C(=O)C(CC(=O)Nc2ccccc2)S/C1=N\c1ccccn1 (stereo unspecified)
 : 14.6, 1.3, 0.9, 0.1, 0.7, -2.7, -1.2, -0.1, -0.8
Cc1ccc(/C=C/C(=O)Nc2ccc(N(C)C)cc2)o1
 : 7.7, -6.2, 4.1, -25.4, -0.4, 8.2, 0.0, -0.1, -3.5
CN(CC(=O)Nc1ccc(F)cc1)C(=O)CN1C(=O)c2cccc([N+](=O)[O-])c2C1=O
 : -15.1, 5.8, /, /, -1.2, -5.8, /, 0.0, 10.1
O=C(COC(=O)CNC(=O)c1ccc(F)cc1)NC1CCCc2ccccc21 (stereo unspecified)
 : 7.7, -10.3, /, /, /, /, /, 0.3, 9.6
CC(C)(C)OC(=O)NCCC(=O)N/N=C/c1cccc2cccnc12
 : 1.3, 5.8, -2.1, -1.7, -3.2, -2.4, 2.4, 0.0, 8.7
CCN(C(=O)COC(=O)c1c(-c2ccccc2)noc1C)c1c(N)n(Cc2ccccc2)c(=O)[nH]c1=O
 : -17.3, 8.9, 0.2, -2.0, -2.2, 2.7, -0.3, 0.0, -7.7
COc1ccc(NC(=O)C(c2ccc(OC)cc2)N(C)C(=O)CC2NC(=O)NC2=O)cc1 (stereo unspecified)
 : -4.4, 4.8, -1.4, -4.5, 0.5, -2.0, 0.8, 0.3, 9.7
Cc1ccc(-c2nnn(CC(=O)N(c3ccccc3F)C(CC(C)C)C(=O)NCC3CCCO3)n2)cc1 (stereo unspecified)
 : 17.0, -8.2, -0.5, -1.2, 3.9, 3.8, -0.2, 0.2, 1.2
O=C(Nc1ccccc1O)c1c(O)c2c([nH]c1=O)CCCC2
 : -28.0, 11.0, -1.3, 2.0, 2.4, 1.9, 1.7, -0.2, 2.0
COc1ccc(CNC(=O)CN(c2ccc(OC)cc2)S(=O)(=O)c2c(C)nn(C)c2C)cc1
 : 4.5, 0.2, -0.2, -0.9, -0.9, -4.7, -1.7, -0.1, 3.1
C=CC[C@@H](Cc1ccc(F)cc1)C(=O)OC[C@@H]1CCCN1C(=O)[C@@H](CC=C)CC(=O)NCCO
 : -3.5, 0.0, /, /, /, /, /, -0.1, -10.9
CCOC(=O)CSc1nnc(-c2ccc(S(=O)(=O)N3CCC(C)CC3)cc2)o1
 : 1.9, 3.6, -1.4, 4.4, -0.9, 2.8, -0.7, 0.2, -1.3
COC(=O)CC(NC(=O)CN1CCN(c2ccc(F)cc2)CC1)c1cccc(F)c1 (stereo unspecified)
 : -17.0, 2.7, -6.7, -7.5, 0.3, -1.4, 0.8, -0.2, -1.2
COC(=O)c1cc(S(=O)(=O)N2CCN(c3cccc(C)c3C)CC2)c[nH]1
 : 6.1, -1.1, -1.3, 7.3, 7.0, 7.0, -7.2, 0.3, -10.8
Cn1c(=O)c2ccccc2n2c(=S)[nH]nc12
 : 47.8, 8.3, 0.6, -0.1, -1.5, -0.5, 0.5, 0.4, -5.3
NS(=O)(=O)c1cc(C(=O)NCCc2ccccn2)ccc1Cl
 : 4.6, 1.1, -0.8, -2.3, 0.7, -0.6, -4.6, 0.1, 1.9
Cc1onc(-c2c(F)cccc2Cl)c1C(=O)ONC(=O)c1ccco1
 : 1.2, -7.8, -5.7, 1.1, 1.0, 0.0, -2.5, 0.0, 6.0
CC(/C=C1\NC(=S)NC1=O)=C\c1ccccc1
 : 3.9, -6.3, 1.5, -17.7, 1.1, 2.8, -3.1, 0.2, -8.6
O=C(CCNC(=O)c1ccccc1Cl)NCC12CC3CC(CC(C3)C1)C2
 : 1.7, 4.7, 0.3, 3.4, -1.2, -2.0, 3.8, 0.1, 1.9
O=C(Nc1ccccc1N1CCN(C(=O)c2ccccc2)CC1)c1ccc2c(c1)OCO2
 : 36.7, -4.5, 0.3, 2.1, 2.3, 3.5, 8.3, 0.0, -6.6
N#Cc1nc(-c2cccs2)oc1NCc1ccc(Cl)cc1
 : 4.9, 1.8, 0.7, 9.5, 5.1, 2.6, 0.7, 0.1, -4.1
COc1ccc2[nH]cc(C(=O)CN3CCCC(C)(C)C3)c2c1
 : -11.5, 6.7, -2.7, 5.4, 0.4, -2.7, 4.1, 0.1, 8.3
C/C(=N\NS(=O)(=O)c1ccc(Br)cc1)c1cccs1
 : 5.3, 2.7, 2.4, -3.8, 3.3, 1.7, -0.3, -0.1, 0.3
Cc1ccc(NC(=O)CC2NCCNC2=O)cc1Cl (stereo unspecified)
 : 11.1, 8.2, 5.0, -3.9, 1.7, 1.2, 1.9, 0.0, -3.2
CCN(C(=O)COC(=O)c1cccnc1SC)C1CCCCC1
 : /, -1.7, /, /, 4.8, 2.1, /, -0.1, -2.5
NS(=O)(=O)c1cccc(NC(=O)COC(=O)CN2C(=O)C3CC=CCC3C2=O)c1 (stereo unspecified)
 : -13.6, 3.2, -1.9, -3.7, 3.0, -1.7, 1.3, 0.1, -1.1
